Tau fibril ThT = inhibitors of human tau fibril formation, thioflavin T binding; P10636; recombinant tau K18 P301L, heparin-induced fibrillization, ThT fluorescence; Potency, µM (series often up to 57.4 µM), without a hit: at the top dose activity, negative = inhibition, hits mostly inhibitors; hit rate 2.1% among 270,000; AID 1460; further: on the % scale 0 is the no-effect control and ±100 the full control effect; nearly all actives have a fitted effect of over 55% in size
Target sequence (P10636 561-689 P618L limits assumed): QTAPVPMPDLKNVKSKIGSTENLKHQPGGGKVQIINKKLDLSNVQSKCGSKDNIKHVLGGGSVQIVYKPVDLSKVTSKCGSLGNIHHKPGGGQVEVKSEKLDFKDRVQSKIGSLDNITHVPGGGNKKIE
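Heparin-induced fibrillization of the P301L-mutant K18 repeat-domain fragment of human tau was followed by ThT binding in quantitative high-throughput format.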
HTT ATP protect = Huntington cell model cytoprotection by ATP luminescence; PC12 HTT-Q103 induced, cytoprotection, ATP luminescence, 40 h; Potency, µM (highest dose often 56.4 µM), for inactives: cytoprotection (ATP increase), most hits filed as activators; hit rate 0.14% among 230,000; AID 1471;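 further: % of control where 0% means no effect; nearly all actives have a fitted effect of over 45% in size; toxic huntingtin expression switched on by the ecdysone agonist tebufenozide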
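Stable PC12 Q103-GFP cells in serum-supplemented, phenol red-free DMEM; induction by tebufenozide at 100 nM final; compound dose series; cell viability quantified luminescently from ATP.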
GLA spleen mod = inhibits or activates alpha-galactosidase in human spleen homogenate; Potency, µM (series often up to 80 µM), inactives show top-dose activity change, negative = inhibition, actives largely listed as inhibitors; human spleen homogenate, 4MU-alpha-Gal fluorescence, 40 min; hit rate 0.008% among 240,000; P06280;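 further: 0% = enzyme with vehicle and -100% = no enzyme basal signal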
Target sequence (P06280 32-429 limits assumed): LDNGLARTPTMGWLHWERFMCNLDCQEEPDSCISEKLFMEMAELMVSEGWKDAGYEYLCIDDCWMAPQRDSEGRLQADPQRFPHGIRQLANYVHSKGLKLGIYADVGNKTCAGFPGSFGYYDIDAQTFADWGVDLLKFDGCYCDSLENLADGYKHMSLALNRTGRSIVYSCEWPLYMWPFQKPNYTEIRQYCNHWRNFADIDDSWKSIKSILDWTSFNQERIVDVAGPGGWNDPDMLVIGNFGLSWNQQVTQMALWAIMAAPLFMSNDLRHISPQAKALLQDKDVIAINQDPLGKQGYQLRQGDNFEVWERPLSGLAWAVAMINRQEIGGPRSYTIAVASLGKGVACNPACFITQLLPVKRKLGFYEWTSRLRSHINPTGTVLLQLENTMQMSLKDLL
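Human spleen homogenate (1 ug) was the enzyme source, with 4-methylumbelliferyl-alpha-D-galactopyranoside (1 mM final) in pH 5.0 citrate buffer with 0.01% Tween-20. Compounds were titrated; after 40 min at 37C, NaOH/glycine stop, 4-MU fluorescence read; AC50 from Hill fits.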
Tau fluor cs = counter-screen for tau fibril formation inhibitors. tau K18 P301L (four-repeat tau fragment) Alexa594 fluorescence, heparin fibrillization. Potency, µM (titrated, usually from 57.7 µM), inactives show at the highest dose activity change, negative = decrease. hit rate 0.93% among 280,000; further: on the % scale 0 is the no-effect control and ±100 the full control effect; nearly all actives have a fitted effect of over 55% in size
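Human K18 P301L tau (15 uM unlabeled plus 0.24 uM Alexa 594-labeled, final) in 100 mM sodium acetate pH 7 was mixed with compound and 20 uM heparin and incubated 6 hr at 37 C.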
GAA glycogen = alters human alpha-glucosidase cleavage of glycogen. recombinant GAA, glycogen substrate, Amplex Red glucose oxidase fluorescence. AID 2100. P10253. hit rate 0.38% among 300,000. Potency, µM (series often up to 76.4 µM), for the others: at the top dose activity change, negative = inhibition, actives largely listed as inhibitors;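 further: 0% = full enzyme reaction and -100% = no-enzyme basal signal; the screen sought inhibitors and activators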
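Recombinant human enzyme (4 nM); glycogen substrate; 37 C, 40 min, pH 5.0. Readout: coupled glucose oxidase/Amplex Red fluorescence.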
Tau fibril FP = inhibitors of human tau fibril formation; K18 P301L tau heparin fibrillization, Alexa594 FP, 6 h; Potency, µM (top dose mostly 57.7 µM), for inactives: at the highest dose activity, negative = inhibition, most hits filed as inhibitors; hit rate 0.39% among 280,000; further: on the % scale 0 is the no-effect control and ±100 the full control effect; nearly all actives have a fitted effect of over 55% in size
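Recombinant K18 P301L […], labeled with Alexa 594 at 0.24 uM over 15 uM unlabeled; heparin inducer 20 uM final; 37 C, 6 hr; FP endpoint.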
aGlu spleen mod = lysosomal alpha-glucosidase (human) modulation; P10253; human spleen homogenate, 4-MU-alpha-glucoside fluorescence; Potency, µM (highest dose often 79.9 µM), without a hit: top-dose activity change, negative = inhibition, hits mostly inhibitors; hit rate 0.006% among 240,000;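 further: 0% = enzyme with vehicle and -100% = no enzyme basal signal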
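Human spleen homogenate (1 ug) incubated with compounds and 1 mM 4-methylumbelliferyl-alpha-D-glucopyranoside in pH 5.0 citrate/phosphate buffer, 37 C, 40 min. Stopped at pH 10; 4-MU fluorescence (Ex 365/Em 440 nm); AC50 by Hill fit.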
GAA inh = alpha-glucosidase (human) inhibition | purified human GAA, 4-MU-alpha-glucoside fluorescence | Potency, µM (titrated, usually from 76.9 µM), for inactives: top-dose activity change, negative = inhibition, actives largely listed as inhibitors | hit rate 0.005% among 200,000;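 further: plate controls were uninhibited enzyme wells for no effect and no-enzyme background for full effect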
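Fluorogenic assay: 4 nM human alpha-glucosidase with 400 uM 4-methylumbelliferyl-alpha-D-pyranoside in 50 mM citrate/phosphate, 0.005% Tween-20, pH 5.0, 20 min at room temperature. Compounds tested up to 77 uM; AC50 from Hill fits.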
* marks the source's active call; other numbers are inactive results; ? = inconclusive; / = no result given; & = joins results of further samples; [ ] = another dose, or the depositor's remark. The call rests on the fitted dose curve; in most records, active means well fitted curve in the direction sought with a large enough effect; inconclusive means small, poorly fitted or top-dose-only effect, or another doubt; inactive means no such curve, though single readings can be large; an effect the other way counts as inactive or inconclusive. Potency means the concentration at half of the fitted maximal effect. Rows are unselected. Share with any hit: about 3.3%.

Each structure is followed by: GAA glycogen, Tau fluor cs, GLA spleen mod, Tau fibril ThT, HTT ATP protect, GAA inh, aGlu spleen mod, Tau fibril FP
CCOC(=O)c1cc(NC(=O)c2ccc(OC)cc2)c(=O)oc1-c1ccccc1
    -7%, -18%, 7%, -16%, -2%, -13%, -1%, -1%
CCCOC1CCCN(Cc2cn(C)nc2-c2ccccc2F)C1 (configuration not stated)
    0%, 3%, 1%, 1%, 31%[10 µM], -6%, 1%, 0%
CC(C)CCNc1nc(-c2ccco2)c2c(c1C#N)CCCC2
    3%, -10%, 14%, -15%, -9%, ?, 1%, -1%
COc1ccc(NS(=O)(=O)c2ccc3c(c2)NC(=O)CO3)cc1
    1%, -7%, 0%, -3%, -28%, -19%, 2%, 1%
Cc1ccc(S(=O)(=O)NCc2ccc(C(=O)N3CCN(Cc4ccccc4)CC3)cc2)cc1
    -3%, -7%, -2%, -22%, -8%, -6%, -7%, 12%
CCc1ccc(C(C)NC(=O)c2ccc(F)cc2)cc1 (configuration not stated)
    -1%, 1%, 2%, -9%, -5%, -3%, -5%, -3%
Cc1ccccc1Nc1cc(C)c2c(O)cccc2n1
    ?, ?, 3%, ?, /, -2%, -4%, 9%
COc1ccccc1/C=C/C(=O)c1ccc(NC(C)=O)cc1
    -2%, -7%, -3%, ?, -4%[0.074 µM], -11%, -5%, -14%
O=C(CCc1ccccc1)NNC(=O)COc1ccccc1
    3%, 0%, 2%, -6%, 9%, -2%, -10%, 4%
O=C(c1cccs1)N1CCC2(O)CCCCC2C1c1ccc(F)cc1 (configuration not stated)
    15%, 4%, -5%, 3%, 7%[10 µM], -3%, -2%, 0%
Cc1ccccc1Cn1c(=O)n(Cc2ccco2)c(=O)c2oc3ccccc3c21
    -10%[76.3 µM], -3%, /, -3%, /, /, /, 2%
c1ccc(C2[C@H]3CN(Cc4cccnc4)[C@H](c4ccccc4)C34CC2(c2ccccc2)C4)cc1 (some centres not stated)
    1%, -2%&-4%, 7%&6%, -5%&-6%, -47%[inhibitor], /, 0%&-7%, 5%&-5%
CCNC(=O)NC(=O)COC(=O)CCCSc1nc2ccccc2s1
    3%, -5%, 2%, 0%, 19%[10 µM], -8%, 1%, 6%
CCN1CC2=C(OC(N)=C(C#N)C2c2cccs2)/C(=C\c2cccs2)C1 (configuration not stated)
    24%, ?, -1%, 14µM*, -9%, -6%, -2%, -13%
Cc1ccccc1NC(=O)Cn1c(O)c(N=NC(=O)c2ccccc2O)c2ccccc21
    2%, -16%, -1%, ?, -5%[10 µM], -18%, -7%, -11%
O=C(O)C12C[C@H]3C[C@@H](C1)CC(n1ncc(N4CCN(c5ccccc5)CC4)c(Cl)c1=O)(C3)C2
    10%, -2%, -1%, 0%, -18%[10 µM], 4%, -4%, 7%
CCn1cc(CN2CCN(Cc3ccc(C)o3)C(CCO)C2)c2ccccc21 (configuration not stated)
    -8%, -3%, 7%, -5%, -5%[10 µM], 6%, -7%, 5%
COc1cc(/C=N/Nc2nnc3c(n2)[nH]c2ccccc23)ccc1O
    -7%, -24%, 6%, 0.71µM*, 7%[10 µM], -6%, -1%, 6%
CN(C)c1ccc(/C=C(/C#N)C(=O)NCc2ccccc2)o1
    -1%, -19%, 5%, ?, 10%[10 µM], 2%, -10%, 1%
O=C(c1ccccc1)c1ccc2c(c1)OCCOCCOCCOCCO2
    8%, -12%, 17%, ?, 14%[10 µM], /, 9%, 5%

Shown as tab-separated lines: eleven of the compounds above.
SMILES	GAA glycogen	Tau fluor cs	GLA spleen mod	Tau fibril ThT	HTT ATP protect	GAA inh	aGlu spleen mod	Tau fibril FP
CCOC(=O)c1cc(NC(=O)c2ccc(OC)cc2)c(=O)oc1-c1ccccc1	-7%	-18%	7%	-16%	-2%	-13%	-1%	-1%
CCCOC1CCCN(Cc2cn(C)nc2-c2ccccc2F)C1 (configuration not stated)	0%	3%	1%	1%	31%[10 µM]	-6%	1%	0%
CC(C)CCNc1nc(-c2ccco2)c2c(c1C#N)CCCC2	3%	-10%	14%	-15%	-9%	?	1%	-1%
COc1ccc(NS(=O)(=O)c2ccc3c(c2)NC(=O)CO3)cc1	1%	-7%	0%	-3%	-28%	-19%	2%	1%
Cc1ccc(S(=O)(=O)NCc2ccc(C(=O)N3CCN(Cc4ccccc4)CC3)cc2)cc1	-3%	-7%	-2%	-22%	-8%	-6%	-7%	12%
CCc1ccc(C(C)NC(=O)c2ccc(F)cc2)cc1 (configuration not stated)	-1%	1%	2%	-9%	-5%	-3%	-5%	-3%
Cc1ccccc1Nc1cc(C)c2c(O)cccc2n1	?	?	3%	?	/	-2%	-4%	9%
COc1ccccc1/C=C/C(=O)c1ccc(NC(C)=O)cc1	-2%	-7%	-3%	?	-4%[0.074 µM]	-11%	-5%	-14%
O=C(CCc1ccccc1)NNC(=O)COc1ccccc1	3%	0%	2%	-6%	9%	-2%	-10%	4%
O=C(c1cccs1)N1CCC2(O)CCCCC2C1c1ccc(F)cc1 (configuration not stated)	15%	4%	-5%	3%	7%[10 µM]	-3%	-2%	0%
Cc1ccccc1Cn1c(=O)n(Cc2ccco2)c(=O)c2oc3ccccc3c21	-10%[76.3 µM]	-3%	/	-3%	/	/	/	2%

(continued)
Each structure is followed by: GAA glycogen, Tau fluor cs, GLA spleen mod, Tau fibril ThT, HTT ATP protect, GAA inh, aGlu spleen mod, Tau fibril FP
O=C(CSc1nc2c(c(=O)n1-c1ccccc1)SCC2)N1CCN(c2ccccc2)CC1
    7%, -6%, -2%, ?, -17%, 3%, -2%, 7%
CC1(C)CC(CC(=O)O)(c2ccc(Cl)cc2)CCO1 (configuration not stated)
    -1%, -5%, 5%, -13%, -1%, -2%[15.4 µM], -14%, 0%
CCn1cc(C(=O)OCC(=O)Nc2cc(C)cc(C)c2)c(=O)c2ccc(C)nc21
    10%[76.3 µM], -10%, /, -10%, /, /, /, 4%
COc1ccc(/C=C(\NC(=O)c2ccccc2)C(=O)N/N=C/c2ccncc2)cc1
    6%, -7%, -1%, -16%, 13%, -3%, -11%, -5%
Brc1ccc(-c2nnc(SCCC3OCCCO3)o2)cc1
    0%, -3%, 7%, -14%, -4%, 2%, 1%, -3%
CC(C)=NNC(=O)c1c(O)c2ccccc2[nH]c1=O
    ?, -16%, -10%, ?, 15%[10 µM], -12%, 4%, -1%
CCc1ccc(NS(=O)(=O)c2ccc3[nH]cc(C(=O)N4CCc5ccccc54)c(=O)c3c2)cc1
    -5%, ?, -10%, -2%, -38%[10 µM], -6%, -3%, ?
CCOC(=O)c1ccccc1NC(=O)CSc1nc2c(c(=O)n(C)c(=O)n2C)n1C
    1%, 6%, 13%, 6%, 4%[10 µM], 3%, -10%, -1%
O=C(/C=C/c1ccco1)NCCc1ccccc1
    -3%, -9%, -5%, -17%, 3%, 0%, -5%, 0%
CCOc1ccc(C(=O)NCC(c2ccc(Cl)cc2)N2CCCCC2)cc1 (configuration not stated)
    -18%[76.3 µM], -11%, /, 5%, /, /, /, 3%
CNC(=O)CN1C(=O)COc2ccc(S(=O)(=O)N3CCC(C)CC3)cc21
    -12%[76.3 µM], -6%, /, 1%, /, /, /, -3%
Oc1ccccc1-c1nnc(SCCN2CCOCC2)n1Cc1ccccc1
    8%, -3%, -11%, 4%, -89%[inhibitor], ?, -2%, -3%
O=C(COCc1cc(-c2ccc3c(c2)OCO3)on1)Nc1cc(Cl)ccc1O
    -8%[76.3 µM], -11%, /, -7%, /, /, /, -1%
COc1cc(C(=O)Nc2cc(C)c(O)c(-c3nc4cc(Cl)ccc4o3)c2)cc(OC)c1OC
    5%[76.3 µM], -21%, /, -8%, /, /, /, -4%
C=CCn1c(C)cc(C(=O)CSc2nnc(NC(C)C)s2)c1C
    -5%, -4%, 8%, -10%, -5%, ?, 0%, 8%
CCCCN(C)CCNC(=O)C1CCCN(S(=O)(=O)c2cccc3nsnc23)C1 (configuration not stated)
    2%&-8%[76.3 µM], -9%, /, -3%, /, /, /, -10%
CC(=O)Nc1ccc(S(=O)(=O)N2CCCN(S(=O)(=O)c3ccc(NC(C)=O)cc3)CC2)cc1
    -5%, -4%, 5%, -4%, 6%, -11%, -5%, -9%
COc1cccc(-n2c(C)c(C(C)=O)c(C(C)=O)c2C)c1
    1%, 7%, 3%, 4%, -1%[0.074 µM], 0%, -6%, 3%
COc1ccccc1OCc1n[nH]c(=S)n1Cc1ccccc1
    ?, -16%, -1%, -9%, -20%, 3%, 6%, -7%
O=C(CSc1nnc(-c2ccncc2)n1-c1ccc(Cl)cc1)Nc1ccc(C(=O)O)cc1
    1%, 1%, -10%, -2%, -26%, -3%, -2%, 0%
Cc1ccc(C)c(Cn2cnc3c(oc4ccccc43)c2=O)c1
    -4%, -16%, 7%, -14%, -30%, -2%, -8%, -12%
O=C(COC(=O)CCC(=O)c1cccs1)Nc1ccc(S(=O)(=O)N2CCOCC2)cc1
    -6%, -3%, 4%, 2%, -10%[10 µM], ?, -15%, 2%
Cc1cc2c(cc(C(=O)OC(C(=O)NCC3CCCO3)C(C)C)n2C)o1 (configuration not stated)
    -3%, 12%[2.34 µM], 5%, 0%, 22%[10 µM], 7%, -1%, 10%
CCn1cc(C(=O)N2CCCC2)c(=O)c2cc(S(=O)(=O)N3CCOCC3)ccc21
    5%, 5%, ?, 2%, -24%[10 µM], 1%, -11%, 5%
CCCCN(CCCC)C(=O)c1cc(Cl)ccc1[N+](=O)[O-]
    4%, -19%, 9%, -4%, /, -3%, -16%, -1%
C=CCOC(=O)c1sc(NC(=O)c2ccco2)nc1C
    2%, -4%, 3%, -6%, -30%, -9%, 0%, 2%
